High-throughput results from PubChem BioAssay.
RBBP9 inhibitor: inhibitors of human serine hydrolase RBBP9; recombinant RBBP9, FP-Rh probe fluorescence polarization; inhibition, % at 7.94 µM; 220,000 compounds, 0.2% hits; AID 1515;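 active = inhibition above the campaign mean of all tested compounds plus 3 SD, cut at about 14% in these data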;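 also: plate controls were DMSO wells with RBBP9 for no effect and wells lacking RBBP9 protein for full effect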
Target sequence (O75884 whole entry, looked up): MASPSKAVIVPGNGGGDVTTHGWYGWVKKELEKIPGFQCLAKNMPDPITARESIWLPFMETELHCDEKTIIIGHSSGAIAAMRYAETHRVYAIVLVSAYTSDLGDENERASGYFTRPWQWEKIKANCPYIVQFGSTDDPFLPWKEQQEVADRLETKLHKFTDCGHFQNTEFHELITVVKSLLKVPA
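System: RBBP9 protein | Quantity: 2.5 µM RBBP9 dispensing solution, before mixing | Reagent: FP-Rh probe, 375 nM dispensing solution | Timing: Enzyme-compound preincubation 30 min, then probe labeling 45 min, 25 °C | Measured by: Fluorescence polarization | Read-out: % inhibition | Replication: One well per compound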
Ba/F3 V617F tox: lowers viability of Ba/F3 cells expressing EpoR and JAK2V617F; AID 1446; ATP luminescence; inhibition, % at 5.6 µM; 220,000 compounds, 1.1% hits;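 active = inhibition above the campaign mean plus 3 SD over all tested compounds, cut at about 24% in these data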;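 also: cytokine-independent growth of Ba/F3 cells driven by EpoR plus mutant JAK2; 0% = DMSO-treated cells and 100% = JAK inhibitor I control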
NPY2 pot ag: potentiators or agonists of human neuropeptide Y receptor Y2. 220,000 compounds, 0.45% hits. cells expressing NPY-Y2, potentiator/agonist read-out. AID 1359. activation, % at 3.6 µM. P49146; in the data active = activation above about 27%;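 also: cells stimulated with NPY near EC25 plus isoproterenol at EC100; 0% = vehicle plus submaximal agonist and 100% = vehicle plus saturating agonist; some results beyond the cut were filed as inactive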
Runt-CBFb FRET: blocks binding of human RUNX1 Runt domain to CBFb. inhibition, % at 20 µM. Q01196+Q13951. Cerulean-Runt/Venus-CBFb FRET ratio 530/480, 1 h. 220,000 compounds, 0.46% hits;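 active = inhibition over about 50% at 20 µM in the single-dose screen, limit read from the data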;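 also: 0% = DMSO wells and 100% = excess unlabeled CBFb competitor control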
Target sequence (Q01196 whole entry, looked up, the tested form may be a part): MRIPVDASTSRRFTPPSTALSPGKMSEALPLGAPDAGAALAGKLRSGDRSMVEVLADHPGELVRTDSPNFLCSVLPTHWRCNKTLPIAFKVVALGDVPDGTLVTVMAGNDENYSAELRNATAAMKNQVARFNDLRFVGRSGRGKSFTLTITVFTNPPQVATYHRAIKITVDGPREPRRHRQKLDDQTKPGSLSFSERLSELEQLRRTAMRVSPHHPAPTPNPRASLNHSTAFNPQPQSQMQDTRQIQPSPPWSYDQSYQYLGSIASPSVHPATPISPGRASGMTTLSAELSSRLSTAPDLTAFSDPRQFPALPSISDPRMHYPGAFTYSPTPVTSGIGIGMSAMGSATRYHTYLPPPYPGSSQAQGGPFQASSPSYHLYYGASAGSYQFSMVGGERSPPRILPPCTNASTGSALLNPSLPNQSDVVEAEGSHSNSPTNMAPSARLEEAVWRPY
Target sequence (Q13951 whole entry, looked up, the tested form may be a part): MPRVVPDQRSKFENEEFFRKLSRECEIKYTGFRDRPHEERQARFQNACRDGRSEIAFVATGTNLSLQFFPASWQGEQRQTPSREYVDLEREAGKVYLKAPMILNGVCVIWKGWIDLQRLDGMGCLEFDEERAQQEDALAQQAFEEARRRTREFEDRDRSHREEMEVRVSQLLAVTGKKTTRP
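test system = Cerulean-Runt domain fusion protein, energy donor | probe or stimulus = Venus-CBFb binding partner, 100 nM | incubation = two 1 h room-temperature incubations shielded from light | detection = fluorescence energy transfer, 422 nm excitation, 530/480 nm emission | measure = loss of energy transfer signal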
S1P4 agonist: agonists of human S1P4 receptor | S1P4-expressing cell line, agonist reporter assay | activation, % at 4.98 µM | 220,000 compounds, 0.35% hits | AID 1509; in the data active = activation above about 11%;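 also: 0% = DMSO vehicle and 100% = reference agonist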
S1P4 antag: blocks the human S1P4 receptor; O95977; S1P4-expressing cells, antagonist mode, reporter read-out; inhibition, % at 4.98 µM; 220,000 compounds, 0.26% hits; AID 1510; in the data active = inhibition above about 29%;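 also: 0% = wells stimulated with agonist and 100% = vehicle wells without agonist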
BaF3 tox: reduces parental Ba/F3 cell viability, JAK2V617F counter-screen | CellTiter-Glo ATP luminescence | inhibition, % at 5.6 µM | AID 1486 | 220,000 compounds, 1.1% hits;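 active = inhibition above a per-campaign cutoff, the mean inhibition of all tested compounds plus 3 SD, cut at about 27% in these data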;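 also: 0% = DMSO wells and 100% = JAK Inhibitor I control wells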
NPY-Y1 antag: NPY-Y1 (human) receptor antagonism | P25929 | HEK293-CNG Y1 cells, membrane potential fluorescence; NPY at EC95, then isoproterenol | inhibition, % at 3.6 µM | 200,000 compounds, 1% hits;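 active = inhibition above the campaign mean inhibition of all tested compounds plus 3 SD, cut at about 20% in these data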;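 also: 0% = DMSO wells given NPY plus isoproterenol and 100% = isoproterenol alone without NPY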
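Test system – HEK293 Y1/CNG channel cell line · Also added – NPY agonist 25 nM, then isoproterenol 1 µM plus Ro 20-1724 25 µM · Compound dosing – one concentration, 3.6 µM, in 0.4% DMSO · Schedule – compound incubation 1 h at room temperature, readout 45 min post-stimulation · Technique – fluorescence, membrane potential probe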
NPY-Y1 PAM-ag: human NPY-Y1 potentiation or agonism, primary screen; P25929; NPY-Y1 expressing cells, potentiator/agonist activation; activation, % at 3.6 µM; 220,000 compounds, 0.37% hits; in the data active = activation above about 33%, passing the limit was not always enough;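 also: cells stimulated with NPY at EC10 then isoproterenol at EC100; 0% = low agonist plus stimulus and 100% = saturating agonist plus stimulus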
* marks the source's active call; other numbers are inactive results; · = no result given.

The first 4 records, to show the layout:
SMILES | RBBP9 inhibitor | Ba/F3 V617F tox | NPY2 pot ag | Runt-CBFb FRET | S1P4 agonist | S1P4 antag | BaF3 tox | NPY-Y1 antag | NPY-Y1 PAM-ag
O=C(Nc1ccc([N+](=O)[O-])cc1)c1cc(-c2ccccn2)nc2c(Cl)cccc12 | -12 | -1 | -4 | -3 | -0.7 | 2 | 0 | 0 | -7
O=C(O)c1nnn(-c2cccc(C(F)(F)F)c2)c1-c1ccccc1 | -3 | -3 | -14 | 1 | -2.1 | 15 | 1 | · | -8
Cc1ccccc1Nc1nc(N)nc(CSc2nc3ccccc3c(=O)n2C)n1 | 2 | -2 | -4 | -1 | 1.7 | -8 | 4 | 6 | -19
CC(C)c1nc2sc3c(=S)nc[nH]c3c2c2c1CCC2 | -1 | -2 | -7 | 0 | -2.2 | -2 | -1 | · | 11

This part in full, from the start:
SMILES | RBBP9 inhibitor | Ba/F3 V617F tox | NPY2 pot ag | Runt-CBFb FRET | S1P4 agonist | S1P4 antag | BaF3 tox | NPY-Y1 antag | NPY-Y1 PAM-ag
O=C(Nc1ccc([N+](=O)[O-])cc1)c1cc(-c2ccccn2)nc2c(Cl)cccc12 | -12 | -1 | -4 | -3 | -0.7 | 2 | 0 | 0 | -7
O=C(O)c1nnn(-c2cccc(C(F)(F)F)c2)c1-c1ccccc1 | -3 | -3 | -14 | 1 | -2.1 | 15 | 1 | · | -8
Cc1ccccc1Nc1nc(N)nc(CSc2nc3ccccc3c(=O)n2C)n1 | 2 | -2 | -4 | -1 | 1.7 | -8 | 4 | 6 | -19
CC(C)c1nc2sc3c(=S)nc[nH]c3c2c2c1CCC2 | -1 | -2 | -7 | 0 | -2.2 | -2 | -1 | · | 11
CN1CCN(C(=S)Nc2ccc([N+](=O)[O-])cc2)CC1 | -5 | -3 | 8 | 4 | -1.4 | 8 | 3 | -7 | 2
COc1ccc(NC(=O)CCCNS(=O)(=O)c2cccs2)cc1 | -7 | -2 | 11 | -1 | -1.1 | -6 | 4 | 2 | 1
CCOC(=O)C1=C(C)NC(=O)NC1c1ccc2c(c1)OCCO2 (centres undefined) | -4 | -2 | 18 | -2 | 1.6 | -4 | -3 | 1 | 12
CCn1c(Cc2ccccc2)nnc1SCC(=O)Nc1ccc2c(c1)OCO2 | -9 | 1 | 0 | 1 | 0.5 | -5 | 3 | 6 | -2
O=C(OCCNC(=O)c1ccc2ccccc2n1)c1cccnc1 | -4 | 3 | -12 | 0 | -0.7 | -16 | 9 | 1 | -22
c1ccc(-c2nnc(SCc3cn4ccsc4n3)o2)cc1 | 3 | -1 | 11 | 0 | 0.2 | -5 | 6 | -1 | -6
N#C/C(=C\c1cccc([N+](=O)[O-])c1)c1ccccn1 | 0 | 1 | 1 | 0 | -0.6 | -2 | 2 | 7 | 11
COc1cc(/C=C/c2nc3ccc([N+](=O)[O-])cc3s2)ccc1OCC(=O)O | -10 | -2 | -11 | -67 | 1.1 | -2 | 4 | · | -3
CC(=O)c1cc2c(C)cc(=O)oc2cc1O | -4 | -3 | 2 | 32 | -4.5 | -13 | 5 | 9 | -20
CCCCn1nc(C(=O)OCC(=O)Nc2sccc2C(N)=O)c2ccccc2c1=O | -8 | 4 | 2 | 1 | -1.7 | -15 | 4 | 2 | 5
CCOC(=O)N1CCN(C(=O)c2cccc(NS(=O)(=O)c3ccc(F)c(F)c3)c2)CC1 | -4 | 4 | 0 | -2 | 1.7 | -6 | 5 | 1 | -6
COc1ccc(N2C(=O)C3CCCCC3C2=O)cc1NC(=O)c1ccccc1 (centres undefined) | 0 | 0 | -16 | 1 | -0.7 | 7 | 7 | 4 | -3
CN(CC(O)COc1ccccc1F)C1CCCCC1 (centres undefined) | -6 | 4 | -3 | -1 | 0.2 | 3 | 8 | 4 | -13
Cc1ccc(-n2c(C)cc(/C=C3\NC(=O)NC3=O)c2C)c(C)c1 | -8 | -1 | 12 | -1 | 1.9 | -16 | 4 | -4 | 23
Nc1nc(N)c2sc3nc(C(F)(F)F)cc(C(F)(F)F)c3c2n1 | 2 | -3 | -2 | -12 | 3.9 | 7 | 1 | -1 | -21
CCC(=O)N1c2ccccc2NC2=C(C(=O)CCC2)C1c1cccnc1 (centres undefined) | -9 | -3 | -9 | 0 | -0.2 | -6 | 8 | -2 | 7
Cc1nn2c(-c3cccc(NC(=O)CSc4nc5ccccc5o4)c3)nnc2c2ccccc12 | -11 | 5 | -41 | 0 | -2.0 | 1 | 8 | 10 | -67
CCOC(=O)c1sc(S(C)=O)c2c1CCc1conc1-2 (centres undefined) | 1 | -3 | -14 | 16 | 2.2 | -7 | -2 | · | 1
O=c1ccc2ccc(Oc3ccc(Cl)cc3[N+](=O)[O-])cc2o1 | -3 | 3 | -12 | 3 | 0.4 | -1 | 1 | 8 | -16
CC1(C)CC(=O)C=C(NCc2ccco2)C1 | -14 | -5 | 3 | -2 | -0.5 | -21 | -3 | 2 | -5
O=C(/C=C/c1ccccc1Cl)c1ccc[nH]1 | -10 | 2 | 12 | -2 | -1.0 | -21 | 0 | -2 | -5
O=c1c2cc(Br)ccc2[nH]c(=S)n1Cc1ccccn1 | -11 | -3 | 3 | 2 | -1.4 | 0 | -1 | 3 | 0
O=C(/C=C/c1cnc2ccccc2n1)NC1CCCCCC1 | -9 | -1 | -12 | -1 | 2.2 | -18 | 0 | 5 | -3
CN(C)S(=O)(=O)c1ccc(NC(=O)C2CC3C=CC2C3)cc1 (centres undefined) | -6 | 6 | 7 | 1 | 1.1 | -5 | 4 | 6 | -11
COc1ccc(S(=O)(=O)NC(CC(=O)NCCc2ccc(OC)c(OC)c2)C(C)C)cc1 (centres undefined) | -7 | 4 | -2 | 0 | 3.3 | 4 | 5 | 0 | -2
CCOC(=O)c1sc(NC(=O)c2ccc(OC)cc2)nc1C | -4 | 0 | -3 | 2 | 0.7 | -3 | 2 | 1 | -7
CCOc1ncnc2c1oc1nc(CC(C)C)c3c(c12)CC(C)(C)OC3 | -4 | -2 | 12 | -2 | -1.2 | -1 | -3 | 0 | -4
CCOC(=O)c1sc(NC(=O)CSc2nnc(-c3ccco3)o2)c(C(=O)OCC)c1C | -2 | -1 | 1 | -5 | -2.4 | -20 | 4 | 4 | 8
Cc1ccnc(N2C(=O)CSC2c2ccc(Cl)cc2)c1 (centres undefined) | 0 | 2 | 18 | -1 | 1.7 | -20 | 9 | 9 | 9
COC(=O)C(NC(=O)C(C)NC(=O)OCc1ccccc1)C(C)C (centres undefined) | 8 | -4 | 13 | 1 | -0.8 | 11 | -4 | · | 5
COc1ccc(Cn2c(SCC(=O)NCc3ccco3)nc3ccsc3c2=O)cc1 | -1 | 6 | -16 | 0 | 1.6 | 4 | 3 | 4 | -4
Brc1cccc(-c2nnc3n2CCC3)c1 | 0 | 0 | 4 | 0 | 1.1 | -16 | 1 | -2 | 2
COc1cccc2cc(C(=O)N3CCc4ccccc4C3)c(=O)oc12 | 7 | -4 | -3 | 0 | 1.5 | -11 | 1 | 5 | -3
Cn1c(=O)c2c(nc(N3CCN(c4ccccc4)CC3)n2CCCc2ccccc2)n(C)c1=O | -2 | -7 | 2 | -2 | 0.9 | -6 | -1 | 7 | 1
COc1ccc(OC)c(NC(=O)C(=S)NC2CCCCC2)c1 | -10 | -3 | 2 | -1 | 0.2 | 19 | -1 | 4 | -18
CCOC(=O)C(C)Oc1ncnc2cccc(F)c12 (centres undefined) | -5 | 0 | 5 | 0 | -0.5 | -3 | 0 | 2 | 13
COc1cccc(-c2nc(-c3ccccn3)no2)c1OC | 1 | -1 | -7 | 0 | -0.2 | 21 | 0 | 0 | -12
O=C(O)c1cccc(NC(=O)C2C3C=CC(C3)C2C(=O)OCC(F)(F)C(F)F)c1 (centres undefined) | -10 | 2 | -23 | -2 | 1.1 | -15 | 2 | -3 | -7
O=C(O)C1CCCN1S(=O)(=O)c1ccc(Cl)c(Cl)c1 (centres undefined) | -6 | 1 | 2 | -1 | 0.5 | -13 | 0 | 3 | -15
Cc1ccc(C)c(Nc2cc(C(=O)NCc3cccnc3)c3ccccc3n2)c1 | 0 | 4 | -29 | -2 | 2.0 | -3 | -1 | · | -18
Cc1cccc2c(=O)cc(C(F)(F)F)[nH]c12 | -2 | -5 | -13 | -2 | 0.7 | -10 | 1 | · | 14
CC(=O)Nc1ccc(-c2csc(NC(=O)Nc3ccccc3)n2)cc1 | 6 | 2 | -6 | 3 | 2.3 | -4 | 4 | 1 | 13
COc1ccc(CCNC(=O)CSc2nc(N)c3c(C)c(C)oc3n2)cc1OC | -8 | 3 | -16 | 11 | -0.6 | -20 | 7 | -2 | -9
COC(=O)CC1C(=O)NCCN1C(=S)Nc1ccccc1Cl (centres undefined) | -3 | -3 | 15 | 1 | 0.2 | -10 | 4 | -4 | -8
CC(CN1CCOCC1)OC(=O)C1COc2ccccc2O1 (centres undefined) | 0 | 4 | -21 | 3 | 0.0 | -13 | 11 | 2 | 2
Nc1cccc(-n2nncc2-c2ccc(Cl)cc2)c1 | -3 | 6 | -10 | 1 | -0.5 | 32* | 9 | -2 | 13
Cc1ccc(-n2c(SCC(=O)N3CC(=O)Nc4ccccc43)nc3ccccc3c2=O)cc1C | -3 | 1 | 14 | -2 | 1.9 | -20 | 1 | -6 | 5
Cc1ccc(CSC2=Nc3ccccc3C3=NC(CC(=O)NCc4ccco4)C(=O)N23)cc1 (centres undefined) | -8 | -2 | 16 | 1 | -0.5 | -9 | 5 | -2 | 26
CC(C)(C)NC(=O)CN(C(=O)CNS(=O)(=O)c1ccccc1)c1ccc2c(c1)OCCO2 | 10 | -2 | 3 | 0 | 2.1 | -15 | 1 | 1 | 0
O=C(C1=C[C@H](c2ccc(C(F)(F)F)cc2)C[C@H](OCc2ccc(CO)cc2)O1)N1CCCCCCC1 | -5 | -1 | -5 | -8 | -1.7 | 16 | -2 | 0 | 2
Cc1cc(Cl)c(S(=O)(=O)Nc2ccc3c(c2)OCCO3)cc1OCC(=O)NC1CCCCC1 | 1 | -2 | -11 | 0 | -0.8 | 3 | 3 | 8 | 3
CCOC(=O)c1sc(=NC(=O)c2ccc(C)c(C)c2)n(C)c1C | 7 | -3 | -8 | 0 | -2.6 | -10 | 0 | -2 | 11
CC(C)(CO)NC(=S)NCc1ccco1 | 2 | 5 | 4 | 7 | 1.4 | -1 | -3 | · | -9
Cc1cc(NC(=O)CSc2nccn2-c2cccc(C)c2C)no1 | -2 | 6 | -8 | 0 | 0.2 | -6 | 12 | -3 | -19
CC(=O)Oc1ccc2oc3c(c2c1)C(=O)CCC3 | -4 | -2 | 2 | -2 | 1.4 | 7 | 2 | 3 | -15
COc1ccccc1NC(=O)C(=O)/C=C(\O)c1ccccc1 | -10 | -1 | -21 | -3 | -0.3 | 8 | 0 | · | 16
